Bioassay records as filed in PubChem.
ERp5 block = inhibitors of ERp5-driven insulin aggregation, primary screen, biochemical, turbidity, absorbance 650 nm, single point; Protein disulfide-isomerase A6 (Homo sapiens), Q15084; 90 min; inhibition, % at 9.99 µM; hit rate 0.05% among 350,000; AID 651711, 2012;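 active = mean replicate inhibition above about 25%, with every replicate also reaching it, limit read from the data, passing the limit was not always enough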
Target sequence (Q15084 whole entry, looked up): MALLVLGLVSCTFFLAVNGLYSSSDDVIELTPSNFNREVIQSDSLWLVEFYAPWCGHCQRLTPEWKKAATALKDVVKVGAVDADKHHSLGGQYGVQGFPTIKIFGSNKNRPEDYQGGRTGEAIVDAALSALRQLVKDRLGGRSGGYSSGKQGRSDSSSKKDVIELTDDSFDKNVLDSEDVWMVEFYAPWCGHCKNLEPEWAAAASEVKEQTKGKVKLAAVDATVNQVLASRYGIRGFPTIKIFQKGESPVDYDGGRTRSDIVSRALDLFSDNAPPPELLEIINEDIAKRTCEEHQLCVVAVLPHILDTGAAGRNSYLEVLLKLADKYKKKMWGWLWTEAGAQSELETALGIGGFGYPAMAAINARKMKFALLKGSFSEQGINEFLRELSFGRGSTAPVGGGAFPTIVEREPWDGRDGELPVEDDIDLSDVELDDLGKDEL
Cneo AK release = Cryptococcus neoformans cell lysis inducers, primary screen, AK release luminescence, single concentration; lysis activity, % at 15 µM; C. neoformans lysis, adenylate kinase release luminescence, 4 h; normalised: neutral wells 0, clomiphene wells 100; hit rate 0.2% among 360,000; AID 651654, 2012;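 active = mean lysis activity across replicates of at least 80%, whatever share of replicates individually reach that level; inactive = mean lysis activity below 80%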
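Material – Cryptococcus neoformans yeast cells · Quantity – 5 × 10^6 yeast cells/mL · Buffer or medium – YPD medium · Compound – single dose · Timing – 4 h static compound exposure, 37 °C, read 1 h post-reagent · Signal – adenylate kinase release luminescence · Read-out basis – lysis from increased AK signal · Benchmarks – Clomiphene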
SIRT5 inh = SIRT5 desuccinylase inhibitors, primary screen, biochemical, fluorescence imaging, single point, set 5; Purified SirT5, succinyl-peptide AMC, trypsin-coupled fluorescence; NAD-dependent protein deacylase sirtuin-5, mitochondrial (Homo sapiens), Q9NXA8; hit rate 1.1% among 330,000; inhibition, % at 15 µM; AID 652115, 2013; in the data active = inhibition above about 15%
Target sequence (Q9NXA8 whole entry, looked up): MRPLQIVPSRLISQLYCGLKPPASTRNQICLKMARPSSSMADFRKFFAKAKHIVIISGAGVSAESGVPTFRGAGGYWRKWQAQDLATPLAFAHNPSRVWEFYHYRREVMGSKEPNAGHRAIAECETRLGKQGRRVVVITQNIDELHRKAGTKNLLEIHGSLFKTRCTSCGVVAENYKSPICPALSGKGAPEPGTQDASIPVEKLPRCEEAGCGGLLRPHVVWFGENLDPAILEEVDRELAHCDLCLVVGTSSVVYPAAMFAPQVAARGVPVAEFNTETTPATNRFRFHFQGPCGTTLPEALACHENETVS
esBAF inh = Bmi1 luciferase reporter increase in mESCs, primary screen, esBAF inhibitor project, mouse ES cells, Bmi1 luciferase knock-in, single point; AID 602393, 2012; hit rate 2% among 350,000; 24 h; 100% = twice the neutral-well signal; reporter increase, % at 12.5 µM; in the data active = activation above about 40%;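 also: 0% = median of the plate's neutral control wells and 100% = double that signal; a rise in the Bmi1 reporter signal indicates esBAF inhibition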
ARNT-TACC3 inh = disruptors of ARNT/TACC3 protein interaction, primary screen, biochemical, AlphaScreen, single concentration. AlphaScreen His-ARNT PAS-B/GST-TACC3 binding, luminescence; TACC3 fragment carries E629A point mutation. inhibition, % at 9.99 µM. hit rate 0.66% among 390,000. AID 623870, 2012;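 active = mean inhibition of replicates at least 50% and at least half of replicates each reaching 50%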;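 also: 0% = complete ARNT plus TACC3 wells and 100% = ARNT alone without TACC3; many hits fall short of the cut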
miR122 inh = miR-122 Renilla sensor signal increase in Huh7, primary screen, miR-122 inhibitor project, cell-based, single point, plate reader. Huh7 miR-122 Renilla luciferase sensor, 48 h; neutral wells = 0, positive control = 100. hit rate 0.3% among 340,000. AID 602342, 2012. activation (reporter increase), % at 12.5 µM;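 active = mean replicate activation score at least 90 and every replicate individually at or above 90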;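 also: higher luciferase means less miR-122 activity so hits act as miR-122 inhibitors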
Statin myotox sup = suppressors of statin myotoxicity in C2C12 myotubes, primary screen, cell-based, single point, plate reader; hit rate 0.78% among 330,000; rescue of ATP level, % at 7.49 µM; AID 602340, 2012; C2C12 myotubes + simvastatin, ATP luminescence, 48 h; scaled: DMSO 0, geranylgeraniol control 100;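 active = mean ATP rescue above about 67%, or every replicate alone reaching that limit, limit read from the data, passing the limit was not always enough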;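 also: myotubes were challenged with 10 µM simvastatin during compound exposure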
The depositor's hits bear a star; x = not tested or not shown; [ ] = dose if it differs, or a comment.

SMILES	ERp5 block	Cneo AK release	SIRT5 inh	esBAF inh	ARNT-TACC3 inh	miR122 inh	Statin myotox sup
O=C(C[C@H]1CC[C@@H]2NC[C@H](O)COC[C@H]2O1)NCCc1ccncc1	3	-2	-3	-2	-7	6[16.7 µM]	-3
CC(C)c1ccc(NC(=O)CCCC(=O)NCCc2ccccc2)cc1	1	4	1	-7	2	5	-4
O=C(CCc1ccccc1)NC(NC(=S)Nc1ccc(Br)cc1)C(Cl)(Cl)Cl (stereo unspecified)	8	0	1	3	-5	7	-10
Cc1ccc(S(=O)(=O)n2nc(OC(=O)c3cccc(F)c3)cc2N)cc1	0	-2	0	-2	-7	0	-7
CCc1nn2c(=O)cc(COC(=O)c3ccc(SC)cc3OC)nc2s1	-2	-1	-3	-3	-1	-8	4
Cc1cc(Cl)ccc1-c1nc(NCCN(C)C)nc2ccsc12	-7	-5	x	-9	x	-1	-6
CC(=O)N(C)C[C@@H]1Oc2cc(C#CC3CC3)ccc2S(=O)(=O)N([C@@H](C)CO)C[C@@H]1C	x	x	x	-1	x	3[16.7 µM]	29
COc1cccc(CNC(=O)CN2C(=O)CSc3ccc(S(=O)(=O)N4CCCCC4)cc32)c1	-2	1	4	-3	0	0	1
COc1ccc(OC)c(-c2nn(-c3ccccc3)cc2C(=O)NCC2CCCO2)c1 (stereo unspecified)	10	2	-4	x	-2	4	x
Cc1ccc(Nc2ccc(-n3ccnc3)nn2)cc1C	x	-12	x	10	20	-2	-8
O=C(c1ncn(Cc2ccccc2)c1C(=O)N1CCc2ccccc2C1)N1CCc2ccccc2C1	-7	1	x	1	19	0	7
CCN(CC)C(=O)CN(c1cc(Cl)ccc1OC)S(C)(=O)=O	x	2	x	-2	-1	2	57
CCCNC(=O)N1[C@@H]2c3ccc(-c4ccc(OC)cc4)c(=O)n3C[C@H]1[C@H](CO)[C@H]2C(=O)NC1CCC1	0	3	-92	-2	-11	1[16.7 µM]	-7
COc1ccccc1-c1ccc2c(c1)[C@H]1[C@H](CCN1C(=O)C1CCOCC1)[C@@H](CO)N2	0	-4	5	-3	-2	-5[16.7 µM]	-11
Cc1ccccc1NCC(=O)N/N=C\c1ccc([N+](=O)[O-])s1	x	2	x	-47	38	3	15
CCOc1ccc(-n2c(=S)sc3c(=O)n(-c4ccc(F)cc4)c(SCC(=O)O)nc32)cc1	4	0	29*	-2	-5	-5	8
Cc1[nH]c(=O)[nH]c(=O)c1S(=O)(=O)N1CCCC(C(=O)NCc2ccccc2Cl)C1 (stereo unspecified)	x	1	x	x	25	-2	x
CC(=NNc1ccccc1)C(C)=NNc1ccccc1	-3	1	x	1	-2	-4	0
CSc1ccc(C2CC(=O)Nc3c2c(=O)n(C)c(=O)n3C)cc1 (stereo unspecified)	-1	x	-4	x	4	x	x
O=C(Cn1nc(Cc2cccnc2)c2ccccc2c1=O)Nc1ccc2c(c1)OCO2	0	2	-3	-14	-6	x	10
CC(C)NC(=O)N1C[C@H]2[C@@H](c3ccccc31)[C@H](CO)N2Cc1ccc(Cl)cc1	6	-1	-1	-4	-5	3[16.7 µM]	37
Cc1cc(C2(c3ccc(O)c(C)c3)C(=O)N(C)c3ccc(Br)cc32)ccc1O	4	1	3	-2	5	-4	14
CCn1cc(/C=C/C(=O)NCc2c(C)nn(C)c2C)cn1	x	-1	x	-13	-19	-3	18
C#CCN(N(C)c1ncc(C(F)(F)F)cc1Cl)S(=O)(=O)c1ccc2ccccc2c1	x	0	x	2	x	-5	10
CCOc1ccc(C(=O)N(Cc2ccc(OC)cc2)Cc2cc3cc(OC)ccc3[nH]c2=O)cc1	x	-1	x	-1	-4	0	24
CC(C)(C)NC(=O)c1nn(Cc2ccccc2)c(=O)c2ccccc12	-4	3	1	2	2	1	5
CO[C@@H]1CN(C)C(=O)c2ccc(NS(=O)(=O)c3cccc(F)c3)cc2OC[C@H](C)N(C(=O)Cc2cccnc2)C[C@@H]1C	-3	38	x	3	-2	x	20
Cc1ccccc1C(=O)Nc1ccccc1C(=O)NCc1ccccc1	x	-4	x	3	-2	-5	-2
CO[C@H](CN(C)CC1CCOCC1)[C@H](C)CN(C(=O)Nc1ccc(F)cc1)[C@H](C)CO	0	5	-5	1	-1	x	3
O=C(COc1ccc(F)cc1)NNC(=O)c1cc2ccccc2oc1=O	6	0	3	x	1	-7	x
COc1ccc(C2=NCCNC(C(F)(F)F)=C2)cc1	4	x	3	x	1	x	x
CCCCC1=C([O-])C2N=CC=CC2=[N+](c2ccccn2)C1=O (stereo unspecified)	x	2	x	-11	-5	0	7
COc1ccc(/C=N/NC(=O)Cc2ccc(Cl)cc2)cc1OC	-1	x	0	x	-2	x	x
C[C@@H]1CN([C@@H](C)CO)C(=O)c2cc(C#CC(C)(C)O)cnc2O[C@H]1CN(C)C(=O)C1CCOCC1	9	3	-4	-3	-5	-1[16.7 µM]	4
CCOC(=O)Cc1nnc(NC(=O)CSc2nnc3c4ccccc4n(C)c3n2)s1	x	0	x	4	-2	2	4
CSc1ccccc1NC(=O)CN(C)CC(=O)Nc1ccccc1C(F)(F)F	4	0	-5	-3	-1	-4	2
COc1ccccc1N(C(=O)c1snc(C(N)=O)c1N)C(C(=O)NCCC(C)C)c1ccco1 (stereo unspecified)	x	4	x	7	-7	2	-19
Cc1cccc(NC(=O)C2CCCN2C(=O)OCc2ccccc2)c1 (stereo unspecified)	2	-4	x	6	x	6	5
Cc1cc(C)cc(NS(=O)(=O)c2ccc(Oc3ncc(C(F)(F)F)cc3Cl)cc2)c1	x	1	x	4	-1	13	-9
CC(OC(=O)c1ccccc1NS(=O)(=O)c1cccc(N)c1)C(=O)N(C)Cc1ccccc1 (stereo unspecified)	1	1	x	1	-3	0	86*
CCCCN1CC(N2CCN(C3CCN(C)CC3)CC2)CS1(=O)=O (stereo unspecified)	-4	1	-2	-7	x	-1	4
Cc1ccccc1-c1ccc2c(c1)O[C@@H](CN(C)C)[C@H](C)CN([C@@H](C)CO)S2(=O)=O	4	-22	-3	-9	0	13[16.7 µM]	-86
COc1cc(/C=C2\SC(=N)N(c3ccc4c(c3)OCO4)C2=O)cc(OC)c1O	1	-1	-2	-6	-12	4	-4
C[C@@H]1CCCCO[C@@H](CN(C)S(=O)(=O)c2cccs2)[C@H](C)CN([C@@H](C)CO)C(=O)c2cc(NC(=O)C3CCCCC3)ccc2O1	-11	2	0	0	-4	2[16.7 µM]	x
COc1ccc(-c2c[n+]3c(n2-c2ccccc2)SCC3)cc1OC	-3	x	-47	x	-5	x	x
C[C@H](CO)N1C[C@H](C)[C@@H](CN(C)CC2CCOCC2)Oc2cc(C#CC3CC3)ccc2S1(=O)=O	1	-4	-2	-4	-1	17[16.7 µM]	-33
O=C(NCc1ccc2c(c1)OCO2)C1CC(=O)N(CCc2ccc(Cl)cc2)C1 (stereo unspecified)	7	-1	-4	-2	-7	0	8
COc1ccc(CC(=O)N2CCN(c3ccc(C4=NNC(=O)CC4C)cc3)CC2)cc1 (stereo unspecified)	x	1	x	5	-4	-8	-7
COc1cccc(NC(=S)N(CCCN2CCCC2)Cc2ccco2)c1	0	0	-3	19	1	-3	9
CN(C1CC(C)(C)NC(C)(C)C1)S(=O)(=O)CC12CCC(CC1=O)C2(C)C (stereo unspecified)	-1	x	-2	x	0	x	x

Printed as active in SIRT5 inh, of those listed so far:
| SMILES | ERp5 block | SIRT5 inh | esBAF inh | ARNT-TACC3 inh | miR122 inh |
| --- | --- | --- | --- | --- | --- |
| CCOc1ccc(-n2c(=S)sc3c(=O)n(-c4ccc(F)cc4)c(SCC(=O)O)nc32)cc1 | 4 | 29* | -2 | -5 | -5 |

An excerpt from above with just ERp5 block and esBAF inh:
Structure	ERp5 block	esBAF inh
Cc1ccccc1-c1ccc2c(c1)O[C@@H](CN(C)C)[C@H](C)CN([C@@H](C)CO)S2(=O)=O	4	-9
COc1cc(/C=C2\SC(=N)N(c3ccc4c(c3)OCO4)C2=O)cc(OC)c1O	1	-6
C[C@@H]1CCCCO[C@@H](CN(C)S(=O)(=O)c2cccs2)[C@H](C)CN([C@@H](C)CO)C(=O)c2cc(NC(=O)C3CCCCC3)ccc2O1	-11	0
COc1ccc(-c2c[n+]3c(n2-c2ccccc2)SCC3)cc1OC	-3	x
C[C@H](CO)N1C[C@H](C)[C@@H](CN(C)CC2CCOCC2)Oc2cc(C#CC3CC3)ccc2S1(=O)=O	1	-4
O=C(NCc1ccc2c(c1)OCO2)C1CC(=O)N(CCc2ccc(Cl)cc2)C1 (stereo unspecified)	7	-2
COc1ccc(CC(=O)N2CCN(c3ccc(C4=NNC(=O)CC4C)cc3)CC2)cc1 (stereo unspecified)	x	5

The results go on.
SMILES	ERp5 block	Cneo AK release	SIRT5 inh	esBAF inh	ARNT-TACC3 inh	miR122 inh	Statin myotox sup
CCOc1ccc(NC(=O)N2CCC(NC(=O)C(Cc3ccc(OC)c(OC)c3)NC(C)=O)CC2)cc1 (stereo unspecified)	x	1	x	1	-2	2	1
Cc1c(-c2ccc(OCc3ccccc3)cc2)nc2ccccc2c1C(=O)O	7	0	-5	8	-2	12	-18
CCOC(=O)c1csc(-c2ccc(OC)c(OC)c2)n1	6	x	0	x	0	x	x
Cc1ccc(N2C(=O)CSCC2=O)cc1	x	5	x	2	-5	x	-5
CCOC(=O)N1CCN(C(=O)CSc2ccc(-c3ccncc3)nn2)CC1	-3	x	4	x	3	x	x
CCOc1ccc(/C=N/NC(=O)c2c(-c3ccccc3)noc2C)cc1	-7	x	-2	x	-18	x	x
CCOC(=O)c1ccc(N2CCOCC2)c(NC(=O)COCC(=O)O)c1	6	2	-2	x	-9	x	x
COCC(=O)NCCc1nc(-c2ccccc2)cs1	x	-5	x	0	-5	-5	-8
C[C@H](CO)N1C[C@H](C)[C@@H](CN(C)C(=O)Nc2cccc3ccccc23)OCCCC[C@H](C)Oc2ccc(NS(C)(=O)=O)cc2C1=O	-1	-1	4	1	15	1[16.7 µM]	x
CC(=O)Nc1nc(-c2ccc3c(c2)CCO3)cs1	-7	x	-1	x	2	x	x
O=C(Nc1nccs1)[C@@H]1[C@@H](CO)[C@@H]2Cn3c(ccc(-c4ccncc4)c3=O)[C@@H]2N1CC1CCCC1	x	x	x	-7	x	-8[16.7 µM]	-12
CCOC(=O)c1c(N2C(=O)Nc3ccccc3N2O)sc2c1CCCCC2	1	x	2	x	-2	x	x
COC(=O)c1[nH]c2c(c1C)C(=O)CC(c1ccc(OC)cc1)C2 (stereo unspecified)	3	0	-1	2	2	1	-2
CCCCCC(C(=O)O)C(C)CC(=O)NC1CCCCC1 (stereo unspecified)	x	-1	x	-10	-1	3	x
CCN(CC1COc2ccccc2O1)C(=S)NC1CC2CCC1C2 (stereo unspecified)	-2	x	0	x	-2	x	x
COc1ccc(NC(=O)N2CCCCCC2)cc1	1	x	-5	x	10	x	x
CCOC(=O)N1CCN(CC(O)COCc2ccc(Cl)cc2)CC1 (stereo unspecified)	x	-2	x	1	-2	2	-2
Cc1nn(CC2CC2)c(=O)n1-c1ccc(F)cc1	-1	4	2	-1	1	-3	-3
COc1cccc(N(CC(=O)Nc2cccnc2)S(C)(=O)=O)c1	0	-5	0	1	-1	-5	9
NC(=O)C1CCN(C(=O)CN2C(=O)c3ccccc3S2(=O)=O)CC1	x	6	x	2	-49	x	13
Cc1ccc(S(=O)(=O)N(C)C[C@H]2Oc3ccc(N(C)C)cc3C(=O)N([C@@H](C)CO)C[C@H]2C)cc1	0	3	2	-1	0	12[16.7 µM]	-4
O=C(O)c1cccc(S(=O)(=O)N(Cc2ccccc2)c2ccc(Cl)cc2)c1	-5	-1	3	5	-5	-13	21
COc1ccc(N(CC(=O)NCc2cccc(OC)c2)S(=O)(=O)c2c(C)noc2C)cc1	x	1	x	0	-1	-4	-2
C[C@@H]1CN([C@@H](C)CO)C(=O)c2cc(NC(=O)Cc3cn(C)c4ccccc34)ccc2O[C@H]1CN(C)C(=O)Nc1ccc2c(c1)OCO2	-5	-12	1	40	1	-8[16.7 µM]	2
